High-throughput results (PubChem)
M1 PAM – human CHRM1 positive allosteric modulation; P11229; CHO-K1 hM1, Fluo-8 calcium fluorescence, ACh EC20; 0% = ACh EC20, 100% = maximal ACh; activation, % at 3 µM; hit rate 0.088% among 360,000; AID 588819; in the data active = activation above about 19%, passing the limit was not always enough
CHRM1 agonist – human M1 muscarinic receptor agonism; P11229; CHO-K1 hM1, Fluo-8 calcium fluorescence, agonist mode; 0% DMSO, 100% acetylcholine EC100; activation, % at 3 µM; hit rate 0.33% among 360,000;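 active = activation above the run's mean compound activation plus 3 SD, cut at about 16% in these data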;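 also: peak over basal fluorescence ratio within a 140 s kinetic read after compound addition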
TAAR1 ag – human TAAR1 agonism. activation, % at 3 µM. hit rate 0.99% among 360,000. CHO RD-HGA16 TAAR1, Fluo-8 calcium fluorescence; vehicle wells 0%, saturating PEA agonist 100%. AID 624467. Q96RJ0;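 active = activation above the mean activation of all test compounds in the run plus 3 SD, cut at about 38% in these data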
Target sequence (Q96RJ0 whole entry, looked up): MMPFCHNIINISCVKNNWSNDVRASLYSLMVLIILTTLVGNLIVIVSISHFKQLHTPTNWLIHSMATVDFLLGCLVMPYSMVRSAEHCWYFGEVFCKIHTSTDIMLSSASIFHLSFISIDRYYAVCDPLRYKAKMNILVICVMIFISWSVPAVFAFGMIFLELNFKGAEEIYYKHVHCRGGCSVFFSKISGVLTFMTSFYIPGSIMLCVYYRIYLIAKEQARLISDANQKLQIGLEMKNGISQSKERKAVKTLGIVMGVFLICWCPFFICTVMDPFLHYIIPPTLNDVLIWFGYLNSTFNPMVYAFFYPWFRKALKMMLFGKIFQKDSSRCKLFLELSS
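Signal – calcium-sensitive Fluo-8 signal, excitation 470-495, emission 515-575 nm · System – RD-HGA16 (CHO) cells co-expressing Gα16 and hTAAR1 · Incubation – 17-24 h seeding, 75 min 37 °C dye, 30 min RT · Compound dosing – 3 µM single concentration · Repeats – no replicates (n 1)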
OXTR agonist – human OXTR agonism; CHO-OTR cells, Fluo-8 calcium fluorescence; normalized: DMSO 0%, oxytocin 100%; P30559; hit rate 0.32% among 320,000; activation, % at 3 µM; AID 2435;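 active = activation above the mean of all tested compounds plus 3 SD, cutoff set per screening run, cut at about 20% in these data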;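 also: peak over basal fluorescence ratio from a 100 s FLIPR kinetic read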
CHO parental Ca – counter-screen for OX1R antagonists: effect in parental CHO cells; parental CHO-K1, ATP-induced calcium, Fluo-8 fluorescence; inhibition, % at 5.6 µM; hit rate 0.63% among 330,000; AID 463079;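 active = inhibition above that plate's mean sample inhibition plus 3 SD, cut at about 26% in these data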;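 also: 0% = ATP-challenged DMSO wells and 100% = DMSO wells without ATP; some compounds past the cut are filed as inactive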
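Measured by: calcium-sensitive Fluo-8 fluorescence / Test system: CHO parental line / Controls: ATP-challenged DMSO wells low, unchallenged DMSO wells high / Measure: % inhibition / Compound: single nominal dose of 5.6 µM per compound / Replicates: single well per compound, no replicates / Reagent: ATP as calcium-mobilizing challenge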
OXTR potentiate – potentiates the human oxytocin receptor response. activation, % at 3 µM. CHO-OTR cells, Fluo-8 calcium fluorescence, potentiator mode; 0% = oxytocin EC15, 100% = EC100. hit rate 0.061% among 320,000. P30559;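 active = activation above that plate's cutoff, the mean activation of tested compounds plus 3 SD, cut at about 6.6% in these data, passing the limit was not always enough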;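 also: 100% uses oxytocin at 75 nM as the full agonist control; some results filed as inactive read as strong as hits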
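test system = CHO-OTR cells, human receptor | compound = single-point 3.0 µM | schedule = 6 min compound pre-incubation at room temperature, 100 s kinetic read | signal = Fluo-8 no-wash calcium dye fluorescence, excitation 470-495 nm, emission 515-575 nm | repeats = single well per compound, singlicate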
TAAR1 antagonist – human TAAR1 antagonism; AID 624466; inhibition, % at 3 µM; Q96RJ0; CHO RD-HGA16 TAAR1, Fluo-8 calcium fluorescence, antagonist; hit rate 1.5% among 360,000;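 active = inhibition above a per-plate cutoff, the mean inhibition of test compounds on that plate plus 3 SD, cut at about 49% in these data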;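 also: 0% = DMSO plus EC80 beta-PEA response and 100% = DMSO alone without agonist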
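Test system – hTAAR1-expressing CHO RD-HGA16 cells, Gα16-coupled · Reagent – β-PEA at EC80 concentration, post-compound challenge · Compound dosing – 3 µM, single point · Timing – 140 s kinetic read after compound, 140 s after agonist · Detection – Fluo-8 intracellular calcium dye fluorescence, real-time kinetic reads · Control set – DMSO and EC80 PEA controls · Repeats – n of 1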
V1R ag counter – V1a receptor agonism, counter-screen for OXTR agonists; P37288; CHO-V1R cells, Fluo-8 calcium fluorescence, agonist mode; 0% DMSO, 100% 3 nM vasopressin; activation, % at 3 µM; hit rate 0.25% among 320,000;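 active = activation above the mean activation of all tested compounds plus 3 SD, per screening run, cut at about 20% in these data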;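 also: signal is peak over basal fluorescence ratio across a 100 second FLIPR read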
Target sequence (P37288 whole entry, looked up): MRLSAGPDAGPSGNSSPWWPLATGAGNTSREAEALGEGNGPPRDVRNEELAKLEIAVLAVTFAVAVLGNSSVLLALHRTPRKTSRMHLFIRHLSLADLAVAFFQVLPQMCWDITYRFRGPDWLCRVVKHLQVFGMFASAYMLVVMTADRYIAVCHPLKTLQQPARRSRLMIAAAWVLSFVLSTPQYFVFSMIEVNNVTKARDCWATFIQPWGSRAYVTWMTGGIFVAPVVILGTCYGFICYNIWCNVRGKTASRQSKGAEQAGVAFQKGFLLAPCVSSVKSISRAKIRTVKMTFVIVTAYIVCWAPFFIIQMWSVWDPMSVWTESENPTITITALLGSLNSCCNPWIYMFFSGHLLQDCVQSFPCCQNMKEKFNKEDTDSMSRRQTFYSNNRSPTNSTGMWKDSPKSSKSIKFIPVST
CHRM1 antagonist – antagonists of human M1 muscarinic receptor. inhibition, % at 3 µM. P11229. AID 588852. hit rate 1.3% among 360,000. CHO-K1 hM1, Fluo-8 calcium fluorescence, ACh EC80 antagonist;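 active = percent inhibition above its own plate's cutoff, namely the mean of that plate's compound wells plus 3 SD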;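 also: peak over basal fluorescence ratio during 140 s after agonist addition; 0% = ACh EC80 plus DMSO and 100% = DMSO alone without agonist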
The depositor's hits bear a star; x = not tested or not shown. Compounds as they come; about 3.7% have a hit in one of these screens.

SMILES	M1 PAM	CHRM1 agonist	TAAR1 ag	OXTR agonist	CHO parental Ca	OXTR potentiate	TAAR1 antagonist	V1R ag counter	CHRM1 antagonist
CCCCn1c(N)c(N(CCC(C)C)C(=O)COC(=O)c2ccco2)c(=O)[nH]c1=O	10	-2	12	0.7	-7	-12	-5	0.5	-17
CN(CC(=O)Nc1cccc(S(=O)(=O)N(C)C)c1)Cc1ccccc1	10	-5	3	1.4	-17	-9	-6	1.6	-8
CCC(C(=O)NCc1ccco1)n1nc(C)c2c(C)n(-c3ccc(C)cc3)nc2c1=O (stereo not drawn)	-11	-14	7	-0.5	-19	-3	-9	1.3	-1
O=CN1CCN(C(C(=O)NC2CCCC2)c2ccc(Cl)cc2)CC1 (stereo not drawn)	7	-4	0	-0.3	-27	-7	-6	1.1	-6
CC(=O)c1ccc(N2CCN(C(=O)c3ccc4nc[nH]c4c3)CC2)cc1	4	-4	5	-0.4	14	-11	-30	0.5	-2
COc1cccc(-c2cc(C(=O)N3CCN(S(=O)(=O)c4ccccc4)CC3)[nH]n2)c1	1	-1	10	4.5	-9	-11	31	3.3	-7
O=c1[nH]c(-c2ccccc2O)nc2c1CCCC2	1	-1	-2	1.1	-10	-12	-6	2.8	-3
CCOc1ccc(CN2CCN(CC3=Cc4cccc(OC)c4OC3)CC2CCO)cc1 (stereo not drawn)	-12	-10	4	1.7	-21	-9	-21	1.1	6
CCn1c(O)c(N=NC(=O)CNC(=O)c2ccco2)c2ccccc21	4	-5	9	-1.0	-7	-10	-1	0.2	-2
COc1ccc(S(=O)(=O)N2CCCCCC2)cc1C(=O)NCCOc1ccc(C)cc1	-9	-5	4	-0.6	-20	-1	36	1.8	15
CC(C)Oc1ccc(CCC(=O)N/N=C/c2ccc3c(c2)OCO3)cc1	3	-4	-3	0.9	-4	-3	13	-0.1	1
COc1cc2c(cc1OC)C(C)N(Cc1ccc3c(c1)OCO3)CC2 (stereo not drawn)	-3	-14	1	1.9	1	0	-9	0.6	-4
Cc1ccc(N2CC(c3nc4ccccc4n3C)CC2=O)cc1C (stereo not drawn)	-19	-10	19	3.8	-9	-7	-10	2.9	23
COC(=O)c1ccc(CSc2nnc(C)n2N)o1	12	-7	0	0.9	-8	-7	-4	-0.3	-10
O=C(CSc1ccc(-c2ccco2)nn1)c1ccccc1	-1	-8	1	-2.0	10	-1	4	-0.1	3
CONC(=O)c1ccc(-c2cccc3nccn23)cc1	1	-8	1	x	x	x	-8	x	-4
CCS(=O)(=O)N1CCN(C(=O)c2ccc(-c3ccccc3)cc2)CC1	3	-3	2	1.5	-13	-3	8	0.9	-3
O=C(N/N=C/c1sc(N2CCOCC2)nc1-c1ccccc1)c1ccc(O)cc1	-7	-4	2	-1.3	-14	-9	22	0.4	2
Cc1c(NC(=O)C(C)N2C(=O)c3ccccc3C2=O)c(=O)n(-c2ccccc2)n1C (stereo not drawn)	11	-3	5	-0.1	3	-11	-16	0.8	-12
N#CCCN(C(=O)COC(=O)c1cc(S(=O)(=O)N2CCOCC2)ccc1Cl)c1ccc(F)cc1	13	-1	4	-0.9	0	-4	1	-1.5	-13
COc1ccc(OCCCC(=O)NCc2ccco2)cc1	2	1	0	0.8	-5	2	6	-0.1	-1
COC(=O)C1CN(C(=O)COc2cc(C)c(Cl)c(C)c2)c2ccccc2O1 (stereo not drawn)	3	-5	3	-2.0	-22	-3	7	0.2	1
CCn1c(SCC(=O)c2ccc(NC(C)=O)c(OC)c2)nnc1-c1ccc(NS(C)(=O)=O)cc1	4	-3	1	-1.8	-5	-5	-10	-0.2	-1
CCOc1ccc(S(=O)(=O)N2CCC(C(=O)Nc3ccccc3N3CCCC3)CC2)cc1	2	-7	0	x	x	x	-27	x	-3
CCOC(=O)c1ccc(Nc2ccc(C(C)=O)cc2)cc1	-6	-6	2	x	x	x	-14	x	6
Cc1ccc(NC(=O)CCc2nnc3ccc(NCc4ccco4)nn23)nc1	11	0	6	-1.1	-4	-7	-25	-0.2	-5
CCNCC(=O)Nc1c(C)cccc1C	-8	0	3	0.2	-2	0	-17	1.2	-8
S=C(NCCc1ccccc1)N1CCc2ccccc2C1	6	-11	2	-1.8	-14	-10	-5	-1.5	-8
O=C(CNC(=O)c1cccc(F)c1)N/N=C/c1cccs1	4	-4	7	-0.6	-1	0	-13	1.1	-10
CC(CNC(=O)c1ccc(N)cc1)NC(=O)c1ccc(N)cc1 (stereo not drawn)	6	-3	4	0.6	1	-7	17	-0.1	-8
CCOC(=O)C1(Cc2ccccc2)CCCN(C(=O)c2cn[nH]c2)C1 (stereo not drawn)	6	-1	2	0.0	-8	-5	-2	0.3	-8
COc1cc(NC(=O)CSc2nc3cc(C)ccc3cc2C)c(C(=O)O)cc1OC	4	-8	2	0.3	-20	-3	-14	0.9	1
O=C(C1CCN(C2CCN(Cc3ccc4cc(F)ccc4n3)CC2)CC1)N1CCCC1	9	-13	0	-1.9	-7	-16	-3	-0.5	-6
C[C@H](NC(=O)c1ccco1)C(=O)OCC(=O)N1CC(=O)Nc2ccccc21	4	-1	2	3.1	-1	10	-4	2.4	-7
O=C(CSCCO)Nc1ccc([N+](=O)[O-])cc1	-1	-6	4	0.5	-6	-16	-2	0.2	4
COc1ccccc1NS(=O)(=O)c1c(C)nc2sccn2c1=O	0	-4	1	0.2	-2	-8	3	-0.1	-1
O=C(NCc1ccc(F)cc1)C1CC(=O)N(Cc2ccco2)C1 (stereo not drawn)	9	-1	0	-0.2	-8	-7	-7	-1.1	-16
O=C(COC(=O)c1ccco1)NC1CCCc2ccccc21 (stereo not drawn)	3	-5	2	-1.2	1	-9	-23	0.3	1
Cn1nnnc1SCC(=O)N1CCN(c2ccccc2)CC1	2	-3	5	-0.6	-3	-9	-16	1.2	0
CCOc1ccc2oc(=O)cc(CN3CCOCC3)c2c1	5	-5	-1	x	x	x	-5	x	-5

Part of the list above in order of formula weight, low to high:
SMILES	M1 PAM	CHRM1 agonist	TAAR1 ag	OXTR agonist	CHO parental Ca	OXTR potentiate	TAAR1 antagonist	V1R ag counter	CHRM1 antagonist
O=C(NCc1ccc(F)cc1)C1CC(=O)N(Cc2ccco2)C1 (stereo not drawn)	9	-1	0	-0.2	-8	-7	-7	-1.1	-16
CC(=O)c1ccc(N2CCN(C(=O)c3ccc4nc[nH]c4c3)CC2)cc1	4	-4	5	-0.4	14	-11	-30	0.5	-2
CCCCn1c(N)c(N(CCC(C)C)C(=O)COC(=O)c2ccco2)c(=O)[nH]c1=O	10	-2	12	0.7	-7	-12	-5	0.5	-17

Additional entries:
SMILES	M1 PAM	CHRM1 agonist	TAAR1 ag	OXTR agonist	CHO parental Ca	OXTR potentiate	TAAR1 antagonist	V1R ag counter	CHRM1 antagonist
N#C/C(=C(/O)c1ccc([N+](=O)[O-])cc1)c1nnc2n1CCCCC2	13	-1	3	-0.2	-1	-4	-20	0.4	-21
Cc1c(NC(=O)C(C)Oc2ncnc3ccccc23)c(=O)n(-c2ccccc2)n1C (stereo not drawn)	8	-3	2	1.2	-5	-1	0	-0.8	-11
COc1ccc(OC)c(CNC(=O)C2CCCN(C(=O)N(C)C)C2)c1 (stereo not drawn)	6	-4	5	1.5	-4	-7	-1	0.3	-1
OC1=C(O)c2nc3ccccc3nc21	2	-5	x	1.3	-6	1	x	-0.3	1
CN(CCCC1CCCC1)C(=O)CCc1nnc(-c2ccccc2)o1	7	-4	-1	-1.9	-11	-15	-24	-1.1	-4
Cc1cccc(OC(C)C(=O)N2CCCc3ccccc32)c1 (stereo not drawn)	5	-2	-2	-2.2	-15	2	-8	-1.6	-13
Cc1onc(-c2c(Cl)cccc2Cl)c1C(=O)N1CCN(c2ccccc2)CC1	3	2	1	-0.7	-18	-6	-3	0.0	7
CC(C)COc1cccc(C(=O)Nc2ccc(CN3CCOCC3)cc2)c1	-12	-9	7	1.0	-24	-14	-16	4.8	8
CC(C)(C)OC(=O)N1Cc2[nH]c3ccccc3c2C[C@@H]1C(=O)O	-6	-3	15	0.0	-2	2	7	0.8	11
Cc1ccc(NC(=O)CC2S/C(=N/c3nccs3)N(C)C2=O)c(C)c1 (stereo not drawn)	6	-6	0	-0.3	-17	-4	3	-1.2	-31
CCCc1ccc2oc(C(=O)N(C)Cc3ccn[nH]3)c(C)c2c1	4	-2	1	3.5	-18	-3	15	1.9	-2
N/C(=N\OC(=O)Cc1ccc([N+](=O)[O-])cc1)c1ccc([N+](=O)[O-])cc1	5	-3	-1	0.4	-3	-5	1	0.3	-2
CC1CC(C(=O)Nc2ccccc2)C(=O)O1 (stereo not drawn)	7	-1	0	0.1	-3	-10	5	0.3	-8
CCCn1c2ccc(C)cc2c2nnc(SCCN3CCCCC3)nc21	-20	-10	-2	x	x	x	1	x	20
COc1nc(N(CC(N)=O)S(=O)(=O)c2ccccc2)nc(C)c1Cl	11	-1	-2	-2.0	-19	0	-7	-0.7	-12
N#Cc1c(NC(=O)CSc2nc3ccccc3c(=O)n2Cc2ccco2)sc2c1CCCC2	8	-3	19	0.5	-16	-1	-3	0.9	-5
CC(C)C[C@H]1CNC(=S)N1C[C@H]1CCCN1C[C@H](CC(C)C)N1C[C@H](CC(C)C)N(CCc2ccccc2)C1=S	-3	-9	-1	x	x	x	-20	x	-7
CC(Oc1ccccc1)C(=O)NC1CCCCCCC1 (stereo not drawn)	1	-7	3	-0.4	-18	-6	-35	-1.0	-9
CCOC(=O)N1CCC(N2C(=O)c3ccccc3C2=O)CC1	1	-6	2	0.2	-13	-1	-6	-0.2	-9
O=C(CCSc1ccc(Cl)cc1)NC12CC3CC(CC(C3)C1)C2	0	-5	5	0.5	10	-5	12	1.1	-3
O=C1C(=O)N(Cc2cccnc2)C(c2cccc(O)c2)/C1=C(\O)c1ccc2c(c1)OCCO2 (stereo not drawn)	9	1	0	1.1	-3	-1	-20	-0.2	4
COC(=O)c1ccc(CSc2nnc(-c3ccncc3)n2Cc2ccccc2)o1	5	-3	4	0.2	-10	-3	-4	0.5	-4
COc1ccccc1N1CCN(CCCN2C(=O)C3CCCN3C2=O)CC1 (stereo not drawn)	4	-3	2	x	x	x	-24	x	-4
CC(CC(=O)O)CC(=O)Nc1cc([N+](=O)[O-])ccc1O (stereo not drawn)	12	-3	14	-0.5	0	2	-13	0.0	-8
